DAX1 inh-1 – DAX1 (NR0B1) inhibition, primary screen; AID 652010; inhibition, % at 6.8 µM; HEK293T StAR-luciferase reporter, SF-1/DAX-1 repression relief; actives 1.1% (n = 370,000);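 active = inhibition above the mean over all tested compounds plus 3 SD, cut at about 3.6% in these data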;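 also: 0% = DAX-1 cells with DMSO and 100% = cells lacking DAX-1 with DMSO; higher inhibition means more luminescence from relief of DAX-1 repression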
GAA850 FXN act – activators of GAA850 frataxin (FXN) promoter | HEK293 lucGAA850 FXN promoter luciferase reporter, 24 h; percent of 10 µM SAHA response | activation, % at 6 µM | actives 0.56% (n = 360,000) | AID 540364;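 active = activation above the average of all compounds screened plus 3 SD, cutoff fixed separately per campaign, cut at about 7.5% in these data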;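 also: 0% = DMSO wells and 100% = 10 µM SAHA wells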
hcDAF-12 act – activates DAF-12 receptor from parasite H. contortus; HEK293 hcDAF-12 lit1-tk-luc reporter, luminescence; 0% DMSO, 100% Δ7-dafachronic acid; activation, % at 6.8 µM; actives 1.4% (n = 370,000); AID 652067;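 active = activation above the mean of all tested compounds plus 3 SD, cut at about 5.5% in these data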;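 also: 100% = response to 3 µM Δ7-dafachronic acid high control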
ssDAF-12 act – activators of S. stercoralis DAF-12 nuclear receptor; HEK293 ssDAF-12/GRIP1 lit1-tk-luc reporter, luminescence; % of 3 µM dafachronic acid response; activation, % at 6.8 µM; actives 1% (n = 370,000); AID 652126;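 active = activation above the mean over all tested compounds plus 3 SD, cut at about 0.9% in these data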;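 also: 0% = DMSO-only wells and 100% = 3 µM delta7-dafachronic acid wells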
PG9 Ab binder – PG9 antibody binding by small molecule. TR-FRET gp120-PG9 antibody binding. inhibition, % at 6.7 µM. actives 0.43% (n = 360,000); in the data active = inhibition above about 8.5%
SMARCA2 act – SMARCA2 function activation, primary screen; MG213 cells, MMTV-luciferase reporter, dexamethasone, overnight; activation, % at 9.1 µM; actives 1% (n = 370,000); AID 652017; in the data active = activation above about 7.8%;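 also: 0% = vehicle wells and 100% = reference activator wells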
hgDAF-12 ag – hgDAF-12 agonism, primary luciferase screen; actives 1.8% (n = 370,000); HEK293 GAL4-hgDAF12 UAS-luciferase reporter, agonist luminescence; normalized to butyrate control; activation, % at 6.8 µM; AID 687014;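 active = activation above a cutoff set at the mean of all screened compounds plus 3 SD, cut at about 10% in these data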;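 also: 0% = DMSO wells and 100% = sodium butyrate wells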
DAX1 inh-2 – inhibits human nuclear receptor DAX1; HEK293 Gal4-DAX1 luciferase reporter, luminescence; inhibition, % at 6.75 µM; actives 0.99% (n = 340,000); AID 504766;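 active = inhibition above the mean over all tested compounds plus 3 SD, cut at about 4.2% in these data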;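 also: 0% = DAX1-transfected cells with DMSO and 100% = empty-vector control cells with DMSO; inhibition shows as a rise in luminescence from relieved DAX1 repression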
HGIII-sPLA2 inh – Blocks human group III sPLA2 activity; inhibition, % at 12.2 µM; AID 743126; actives 0.56% (n = 370,000); QFRET BODIPY PC-A2 liposome hydrolysis, fluorescence; Q9NZ20;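 active = inhibition above mean plus 3 SD of compounds lying within the high and low control bounds, cut at about 19% in these data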;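 also: 0% = median of test compound wells and 100% = no enzyme DMSO wells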
PLCb3 inh – blocks human PLC-beta3 enzyme activity | Q01970 | Purified PLC-beta3, fluorogenic substrate, fluorescence | inhibition, % at 12.2 µM | actives 0.18% (n = 370,000); in the data active = inhibition above about 11%;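 also: 0% = median of compound wells on plate and 100% = full blocker control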
Target sequence (Q01970 whole entry, looked up): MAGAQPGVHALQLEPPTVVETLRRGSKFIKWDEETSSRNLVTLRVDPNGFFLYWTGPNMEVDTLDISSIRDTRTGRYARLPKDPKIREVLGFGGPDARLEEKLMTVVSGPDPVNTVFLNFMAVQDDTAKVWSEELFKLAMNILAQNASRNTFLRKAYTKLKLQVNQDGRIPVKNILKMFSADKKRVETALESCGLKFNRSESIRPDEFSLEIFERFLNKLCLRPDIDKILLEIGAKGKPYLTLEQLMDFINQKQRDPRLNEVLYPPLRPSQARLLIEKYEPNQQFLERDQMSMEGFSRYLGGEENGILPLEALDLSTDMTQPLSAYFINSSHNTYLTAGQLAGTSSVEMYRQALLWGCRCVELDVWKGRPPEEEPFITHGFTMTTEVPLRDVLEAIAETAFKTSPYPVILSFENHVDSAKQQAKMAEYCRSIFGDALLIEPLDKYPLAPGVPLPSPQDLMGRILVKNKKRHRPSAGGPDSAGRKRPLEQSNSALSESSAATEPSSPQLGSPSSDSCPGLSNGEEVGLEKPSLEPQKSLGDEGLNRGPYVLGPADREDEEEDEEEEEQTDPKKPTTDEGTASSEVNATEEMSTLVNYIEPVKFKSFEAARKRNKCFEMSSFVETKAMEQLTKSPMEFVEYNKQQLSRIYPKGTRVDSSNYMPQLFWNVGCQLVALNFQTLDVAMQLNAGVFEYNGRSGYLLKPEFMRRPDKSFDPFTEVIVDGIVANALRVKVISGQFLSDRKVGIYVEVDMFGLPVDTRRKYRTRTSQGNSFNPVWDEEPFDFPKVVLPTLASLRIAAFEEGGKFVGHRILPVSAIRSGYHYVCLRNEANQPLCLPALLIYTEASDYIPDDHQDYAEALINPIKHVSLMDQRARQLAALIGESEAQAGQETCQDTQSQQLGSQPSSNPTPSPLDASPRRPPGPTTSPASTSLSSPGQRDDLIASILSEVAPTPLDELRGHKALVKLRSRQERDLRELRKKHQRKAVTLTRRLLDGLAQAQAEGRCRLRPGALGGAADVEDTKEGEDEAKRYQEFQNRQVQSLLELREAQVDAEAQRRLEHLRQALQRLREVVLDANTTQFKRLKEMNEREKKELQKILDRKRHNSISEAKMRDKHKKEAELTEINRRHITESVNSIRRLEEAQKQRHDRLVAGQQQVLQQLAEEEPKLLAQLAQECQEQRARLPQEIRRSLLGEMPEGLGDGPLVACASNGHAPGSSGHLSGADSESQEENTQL
Rev-erbA mod – Rev-erb alpha (human) modulation; Rev-erbα–FITC-DNA binding, fluorescence polarization, 90 min; activity, % at 10 µM; actives 0.79% (n = 370,000);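 active = activity above about 14%, limit read from the data; passing the limit was not always enough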;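 also: 0% = DMSO wells with 35 nM protein and 100% = DMSO wells with 750 nM protein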
The depositor's hits bear a star; i = inactive; x = not tested or not shown.

The opening three entries as a preview:
Structure	DAX1 inh-1	GAA850 FXN act	hcDAF-12 act	ssDAF-12 act	PG9 Ab binder	SMARCA2 act	hgDAF-12 ag	DAX1 inh-2	HGIII-sPLA2 inh	PLCb3 inh	Rev-erbA mod
CC(OC(=O)CNC(=O)C12CC3CC(CC(C3)C1)C2)C(=O)Nc1ccc(N2CCOCC2)cc1 (centres undefined)	-0.8	2.3	0.3	-1.4	-0.9	5	0.7	-0.8	-2	5	0
N#Cc1ccccc1CSC1=NCCS1	-0.1	-0.3	-0.2	-1.5	-1.6	-2	0.5	-1.5	2	-2	0
Cc1ccc(NC(=O)N2CCC(c3nc4c(nnn4Cc4c(F)cccc4Cl)c(=O)[nH]3)CC2)cc1	-0.1	-0.8	-1.7	-1.0	-0.6	-3	0.7	-0.6	-39	2	1

The whole of this part, from the first entry:
Structure	DAX1 inh-1	GAA850 FXN act	hcDAF-12 act	ssDAF-12 act	PG9 Ab binder	SMARCA2 act	hgDAF-12 ag	DAX1 inh-2	HGIII-sPLA2 inh	PLCb3 inh	Rev-erbA mod
CC(OC(=O)CNC(=O)C12CC3CC(CC(C3)C1)C2)C(=O)Nc1ccc(N2CCOCC2)cc1 (centres undefined)	-0.8	2.3	0.3	-1.4	-0.9	5	0.7	-0.8	-2	5	0
N#Cc1ccccc1CSC1=NCCS1	-0.1	-0.3	-0.2	-1.5	-1.6	-2	0.5	-1.5	2	-2	0
Cc1ccc(NC(=O)N2CCC(c3nc4c(nnn4Cc4c(F)cccc4Cl)c(=O)[nH]3)CC2)cc1	-0.1	-0.8	-1.7	-1.0	-0.6	-3	0.7	-0.6	-39	2	1
Cc1ccc(N(CC(=O)NCCc2ccc(Cl)cc2)S(=O)(=O)c2c(C)noc2C)cc1	-0.2	-2.1	-1.5	-1.2	1.7	-2	4.1	-0.8	5	-2	-2
COc1ccccc1NS(=O)(=O)c1ccc2c(c1)OCCO2	-0.4	-1.8	-0.1	-0.4	-1.8	-2	-0.6	-0.1	-1	-5	1
COc1ccc(CCNC(=O)c2ccc(NC(=O)CC3SC(N4CCCCC4)=NC3=O)cc2)cc1 (centres undefined)	-0.9	1.2	-2.9	-1.3	0.6	-2	-1.2	-0.3	-6	-4	8
Cc1cc(SCC(=O)OCC(=O)N(CCC#N)c2ccccc2)nc2ccccc12	1.4	0.7	-0.4	-1.1	0.3	-1	0.5	1.8	-9	-7	2
CC(C)CC(NC(=O)C(NC(=O)OC(C)(C)C)C(C)C)C(=O)NC(CCC(=O)OCc1ccccc1)C(N)=O (centres undefined)	-0.1	0.5	-0.6	-0.8	-0.5	-3	1.7	0.6	6	1	2
Cc1ccc2c(c1)C1(OCCCO1)C(=O)N2CC#N	0.6	2.7	-0.4	-1.2	-0.5	-1	2.1	1.6	-2	-4	0
CCn1c(NC(=O)c2ccc(F)cc2)c2ccccc2nc1=O	-0.3	1.3	-1.1	-1.3	-1.0	1	2.1	0.6	3	-7	5
Cc1[nH]nc(SCC(=O)N(C)c2ccccc2)c1[N+](=O)[O-]	-0.7	1.1	1.4	-0.7	-1.0	1	1.4	-1.0	-3	4	6
CN(C)Cc1csc(Nc2ccc(C(F)(F)F)cn2)n1	-0.8	2.9	0.5	-1.3	-0.2	-5	4.9	x	-11	-7	-5
COc1cccc(N=CC2=C(O)CC(C)(C)CC2=O)c1	0.4	1.6	-0.5	-0.9	-1.6	1	-0.6	-0.2	5	-12	-1
O=C(COc1ccc(C(=O)c2ccccc2)cc1)NC1CCCCC1	-1.8	-3.4	-1.5	-2.2	-1.6	-3	-4.5	2.3	-2	5	5
Cc1ccc(C(O)P(=O)(OCCC(C)C)c2ccc(N(C)C)cc2)cc1 (centres undefined)	0.4	-0.8	-1.6	-1.7	0.9	-2	-1.9	-0.2	-4	2	4
Cc1oc(-c2ccc(F)cc2)nc1CN1CCCC(C(=O)N2CCOCC2)C1 (centres undefined)	0.9	0.0	-0.4	-1.1	-0.2	-2	1.4	-0.3	2	-7	-8
O=[N+]([O-])c1ccc2nc(CCCc3nc4ccc([N+](=O)[O-])cc4[nH]3)[nH]c2c1	-0.3	2.6	-3.3	-1.2	-0.8	3	3.8	1.2	2	5	-1
COc1ccc(-c2nnc(SC(C)C(=O)Nc3nccs3)n2-c2ccccc2)cc1OC (centres undefined)	0.3	-4.9	-2.7	-1.5	-0.2	1	-0.8	1.0	-5	1	-2
CSc1ccccc1NC(=O)Nc1ccccc1	0.4	4.1	-0.3	-1.4	0.4	-3	3.0	-0.9	2	1	-1
Cc1ccc(NC(=O)CNc2ccc(Cl)c(Cl)c2)cc1S(=O)(=O)N(C)C	-2.6	-1.0	-5.4	-2.2	0.9	-6	-5.6	-3.1	-33	-1	6
Cc1cc([N+](=O)[O-])nn1CC(=O)NCCc1c[nH]c2ccccc12	-0.3	1.1	-0.9	-1.9	1.2	-1	6.0	-0.6	-26	-3	-1
COc1ccc(C(=O)CCC(=O)Nc2ccc(Cl)cc2)cc1	-0.7	0.1	-0.4	-1.0	0.4	4	0.0	1.8	-4	-3	3
Cc1c(C(=O)N(C)Cc2ccccc2)oc2ccc(S(=O)(=O)N3CCCC3)cc12	-1.1	2.2	-2.4	-0.8	-0.2	0	-3.9	0.4	3	3	0
Cc1cc(C)nc(Nc2nc(C(N)c3ccccc3)cs2)n1 (centres undefined)	-0.3	-3.5	-1.7	-1.2	-2.3	-3	2.3	x	14	-2	-3
NNC(=O)c1cc(-c2ccc(N)cc2)nc2ccc(Br)cc12	-0.4	-1.8	-1.8	-2.2	1.5	-6	0.2	x	1	-213	-1
COc1cccc(C2NC(=S)NC(C)=C2C(=O)c2ccccc2)c1OC (centres undefined)	-2.0	-2.1	-1.2	-1.0	-0.9	0	1.0	-1.0	16	7	0
COc1cccc(NC(=O)C(C)Oc2ccccc2)c1 (centres undefined)	-0.3	1.8	-1.6	-0.5	0.3	3	1.4	0.6	-2	4	x
COc1ccc(C)cc1NC(=O)c1cc(S(=O)(=O)N2CCOCC2)cn1C	-0.4	0.6	1.1	-0.9	0.5	-1	3.8	0.0	3	1	-4
COc1ccc(C(=O)NCCn2cc(SCC(N)=O)c3ccccc32)cc1	0.2	-3.4	-1.0	0.2	-2.0	1	-1.4	-2.2	-6	-5	-1
COc1ccc(NC(=O)c2ccc(NC(=O)CCS(=O)(=O)c3cccs3)cc2)cc1	0.0	-0.4	-1.0	-0.6	-1.5	-4	-2.4	-1.9	-4	-2	0
CC(=O)c1ccc(NS(=O)(=O)c2cc3c(cc2C)N(C)CCO3)cc1	-0.3	1.4	-0.2	-0.9	1.2	-1	-2.4	0.6	-3	-1	3
Cc1cccc(N2CN(Cc3ccco3)CNC2=S)c1	0.3	0.8	2.2	-1.1	-0.6	1	3.3	0.1	3	4	-3
O=c1cc(N2CCCCCC2)[nH]c(=O)n1-c1ccccc1Cl	-0.6	1.1	-1.1	-1.2	0.9	-2	-2.9	0.9	5	0	0
Cc1ccc(CN2C3=NCCCN3c3ccccc32)cc1	-0.8	-0.4	-1.1	-1.4	0.1	-5	-2.5	-1.0	7	1	-1
COc1ccc(Nc2ccncc2[N+](=O)[O-])cc1	-2.6	-3.6	0.2	-1.4	-2.1	-1	6.4	-1.4	-3	-5	8
COc1ccc(NC(=O)C2(C)CCN2Cc2ccc(OC(C)C)cc2)cc1OC (centres undefined)	-0.3	1.9	-1.4	-1.1	-1.2	4	-3.5	x	-5	2	1
OCc1cn(-c2ccccc2)nc1-c1cc2ccccc2o1	5.8*	5.0	3.9	1.1*	-2.6	12*	14*	4.7*	-3	-6	1
COC(=O)c1[nH]c2c(c1C)C(=O)CC(c1cc(OC)c(OC)c(OC)c1)C2 (centres undefined)	-0.9	2.2	-2.4	-1.4	-1.1	-3	-0.8	-1.7	-5	-2	-3
COC(=O)c1nn(-c2ccccc2)c(-c2ccccc2)c1C(=O)c1ccccc1	0.1	-0.3	-1.4	-1.2	-2.5	3	0.1	0.9	-9	2	7
COC(=O)C1CC2=C(CCC2=O)N(c2ccccc2)C1=O (centres undefined)	2.2	-0.1	-1.4	-1.1	0.7	-4	-0.4	0.5	13	-2	0
Cc1ccc2c(C(=O)CN3CCC4(CC3)OCCO4)c(C)[nH]c2c1	1.0	-0.7	-0.2	-0.8	0.5	-3	1.2	0.0	-4	0	0
Cc1cc[n+](-c2[nH]c(=O)sc2/C=N/N=C(\[O-])c2ccccc2)cc1	-0.3	0.9	-1.4	-1.5	-4.9	0	1.9	x	10	-303	0
O=C(COC(=O)Cc1cccs1)Nc1ccccc1Cl	0.3	0.1	-2.1	-0.7	1.5	-4	-1.1	-0.6	-2	-8	-2
Cc1ccccc1NC(=O)c1nnn(-c2ccc3c(c2)OCCO3)c1N	1.3	1.5	1.4	-1.0	-2.2	3	9.6	1.4	-4	-2	1
CN(C(=O)COC(=O)c1cc(S(=O)(=O)N2CCOCC2)ccc1F)C1CCS(=O)(=O)C1 (centres undefined)	0.9	-0.3	-2.1	-1.0	0.1	-1	0.2	-0.7	10	-4	4
CC(=O)Oc1cc2oc(=O)cc(C)c2cc1Cl	-0.1	1.3	0.9	-1.1	0.4	-6	-3.3	-0.6	12	i	-1
CN(C(=O)c1cccc(NC(=O)Cc2ccc(NC(=O)C3CCN(S(=O)(=O)c4cccc([N+](=O)[O-])c4)CC3)cc2)c1)C1CCCCC1	-0.9	0.4	-1.3	-0.7	-0.7	-5	-1.6	-2.1	-18	0	0
